Compound activity: PubChem BioAssay, several laboratories
MrgX1 allo act: allosterically activates human MrgX1 receptor signaling; Q96LB2; MrgX1-HEK293, Fluo-4 calcium flux, FDSS; hits give high values; B-score at 10 µM; 0.63% of 310,000 active; AID 588675;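 active = plate-corrected calcium response at least 3 library SD above typical, normal starting fluorescence, not activating the receptor alone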;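 note: compound read alongside a low EC10 to EC30 dose of BAM8-22 agonist; peak minus trough fluorescence over baseline measured at the second addition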
MrgX1 ag: agonists of human MrgX1 receptor. Q96LB2. MrgX1-HEK293 cells, Fluo-4 calcium fluorescence, agonist mode; hits give high values. B-score at 10 µM. 0.44% of 310,000 active. AID 588627;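 active = calcium response B-score plate-corrected fluorescence ratio at least 3 library SD, with starting fluorescence B-score inside 5 SD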
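System: HEK293 cells stably expressing human MrgX1 receptor; Dosing: test compound in the initial addition of three; Schedule: overnight plating, then 30 min 37 °C plus 30 min room-temperature dye loading; Detection: kinetic calcium dye fluorescence, Fluo-4 NW; Controls: per-plate positive and negative controls for Z′ factor.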
TRPC4 act: TRPC4 (mouse) channel activation; 0.49% of 310,000 active; B-score at 10 µM; Q9QUQ5; HEK293 TRPC4beta/mu-opioid, Fluo4 calcium fluorescence; hits give high values;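 active = B-score above 5 SD of library B-scores, and initial fluorescence ratio not above library mean plus 5 SD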;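 note: positive B-score marks a calcium rise read as TRPC4 activation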
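Assay system: HEK293 stable line with TRPC4beta plus mu-opioid receptor; schedule: 45 min room-temperature Fluo4 loading, 110 s read; technique: kinetic Fluo4 calcium fluorescence; evaluation: integrated baseline-normalised fluorescence ratio, converted to per-well B score; controls: buffer (low) and maximal DAMGO (high)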
TRPC4 block: inhibitors of mouse TRPC4 channel; Q9QUQ5; HEK293 TRPC4beta/mu-opioid, DAMGO-evoked Fluo4 calcium flux; hits give low values; B-score at 10 µM; 0.39% of 300,000 active; AID 2247;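 active = B-score over 3 SD under the library average, no early fluorescence shift, positive overall ratio signal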
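material = TRPC4beta/mu-opioid receptor HEK293 cell line | probe or stimulus = sequential submaximal and maximal DAMGO stimulation | compound dosing = one concentration per compound | measured by = Fluo4 Ca2+ flux fluorescence | evaluation = integrated fluorescence ratio relative to baseline, converted to per-well B score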
TRPC4 potent: TRPC4 (mouse) allosteric potentiation. Q9QUQ5. HEK293 TRPC4beta/mu-opioid, DAMGO EC20, Fluo-4 Ca2+ flux; hits give high values. B-score at 10 µM. 0.42% of 310,000 active. AID 2227;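 active = B-score of calcium response area above 5 SD of library B-scores, with initial fluorescence ratio within 5 SD of library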;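 note: B-score of integrated fluorescence ratio over time as area under calcium response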
HIF act: HIF pathway transcriptional activation | 0.32% of 300,000 active | U2OS HRE-luciferase reporter, luminescence; normalized: DMSO 0%, desferrioxamine 100% | AID 1910 | activation, % at 7.5 µM (by protocol);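 active = mean activation of at least 10% of the iron chelator positive control signal, with at least half of replicates also reaching 10%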
MrgX1 antag: antagonists of human MrgX1 receptor; Q96LB2; MRGX1-HEK293 calcium flux, Fluo-4, BAM8-22 antagonism; hits give low values; B-score at 10 µM; 1.3% of 310,000 active; AID 588676;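 active = calcium-response B-score plate-corrected more than 3 library SD below zero, starting fluorescence within 5 deviations, no agonist response on first addition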;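 note: peak minus trough fluorescence over baseline after final BAM8-22 challenge near maximal dose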
AI-2 QS mod: Vibrio harveyi AI-2 quorum sensing modulation. Vibrio harveyi JMH597 AI-2 luminescence/OD600 ratio, 9 h; hits give low values; strain lacks LuxN and CqsS sensors; 0 = neutral-control median. activity change, % at 7.5 µM. 0.4% of 300,000 active. AID 2094; in the data active = activity change below about -75%, passing the limit was not always enough;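 note: luminescence divided by OD600 gain over 9 h not by final OD600 alone; inactives centre near 13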
TRPC6 inh: inhibitors of mouse TRPC6 channel; B-score at 10 µM; Q61143; 1.1% of 310,000 active; HEK293-TRPC6, membrane potential dye, ACh-evoked depolarization; hits give low values;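 active = B-score under library mean minus 3 SD, initial fluorescence not abnormally high, positive integrated signal ratio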;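 note: B-score derived from integrated fluorescence ratio over the kinetic read; more negative B-score means stronger inhibition of depolarization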
Target sequence (Q61143 whole entry, looked up): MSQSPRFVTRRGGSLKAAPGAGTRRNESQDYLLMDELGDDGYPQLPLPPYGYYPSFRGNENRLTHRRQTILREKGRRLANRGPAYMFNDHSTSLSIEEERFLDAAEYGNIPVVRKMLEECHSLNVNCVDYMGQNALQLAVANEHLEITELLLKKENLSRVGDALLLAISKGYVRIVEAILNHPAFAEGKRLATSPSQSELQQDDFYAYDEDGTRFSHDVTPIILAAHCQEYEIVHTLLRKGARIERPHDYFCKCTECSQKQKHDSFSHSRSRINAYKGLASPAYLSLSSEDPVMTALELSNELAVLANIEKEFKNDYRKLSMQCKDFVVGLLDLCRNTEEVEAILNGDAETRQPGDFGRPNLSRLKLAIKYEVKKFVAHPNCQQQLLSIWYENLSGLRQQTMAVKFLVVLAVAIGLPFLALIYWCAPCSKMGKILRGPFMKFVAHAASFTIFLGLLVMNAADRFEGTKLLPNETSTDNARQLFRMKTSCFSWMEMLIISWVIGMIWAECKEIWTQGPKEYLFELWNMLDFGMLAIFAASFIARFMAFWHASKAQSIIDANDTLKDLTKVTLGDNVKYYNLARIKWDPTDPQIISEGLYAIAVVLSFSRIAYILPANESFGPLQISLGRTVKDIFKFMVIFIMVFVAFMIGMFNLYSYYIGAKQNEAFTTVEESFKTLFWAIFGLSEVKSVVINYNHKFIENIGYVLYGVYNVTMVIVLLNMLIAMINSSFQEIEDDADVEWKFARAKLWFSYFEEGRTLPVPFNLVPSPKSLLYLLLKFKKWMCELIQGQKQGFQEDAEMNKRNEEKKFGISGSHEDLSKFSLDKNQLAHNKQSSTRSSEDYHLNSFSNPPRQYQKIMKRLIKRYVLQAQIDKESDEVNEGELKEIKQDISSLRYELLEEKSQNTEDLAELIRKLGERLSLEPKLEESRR
PolyA inhibitor: inhibitors of polyadenylation in S. cerevisiae. S. cerevisiae SKY197-pL101 polyadenylation reporter, beta-gal luminescence; efflux-impaired pdr1/pdr3 knockout yeast; score 100 = 6 SD above DMSO. calls only at 12 µM. 0.02% of 300,000 active. AID 1875;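 active = lowest replicate activity score at least 50, where 100 means six control SD above control mean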;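 note: yeast exposed to compound for 9 h at 30 °C; higher score means more reporter readthrough which indicates perturbed polyadenylation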
TRPC6 activator: activators of mouse TRPC6 channel | Q61143 | HEK293-TRPC6 membrane potential dye fluorescence; hits give high values | B-score at 10 µM | 0.13% of 310,000 active;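 active = B-score of the integrated fluorescence ratio above library mean plus 3 SD, and starting fluorescence ratio within library mean plus 5 SD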;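 note: higher score means more depolarization so channel activation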
Numbers without * were called inactive; i = inactive; · = no result given. An excerpt (hit frequency here may not be typical).

SMILES	MrgX1 allo act	MrgX1 ag	TRPC4 act	TRPC4 block	TRPC4 potent	HIF act	MrgX1 antag	AI-2 QS mod	TRPC6 inh	PolyA inhibitor	TRPC6 activator
CC1CCC(C(=O)NC(C(=O)Nc2ccccn2)C(C)C)CC1 (stereo unspecified)	i	i	i	i	i	0.1	i	31.4	i	i	i
COc1ccc(S(=O)(=O)NC2CCCCC2)c(C)c1C	i	i	i	i	i	0.3	i	-1.1	i	i	i
CCCCCCn1c(CN2CCN(C(=O)OCC)CC2)nc2c1c(=O)n(C)c(=O)n2C	i	i	i	i	i	-0.4	i	6.1	i	i	i
Cc1c(C)c2c(c(C)c1O)CC[C@@](C)(CCC[C@H](C)CCC[C@H](C)CCCC(C)C)O2	i	i	i	i	i	-0.6	i	2.5	i	i	i
CC(=O)c1cccc(NS(=O)(=O)c2c(C)n[nH]c2C)c1	i	i	i	i	i	0.1	i	10.5	i	i	i
CC(C)N(C(=O)Cn1cc(SCC(=O)NCC2CCCO2)c2ccccc21)C(C)C (stereo unspecified)	i	i	i	i	i	-0.9	i	22.2	i	i	i
CN1CCN(C2=NC3(CCCC3)C(C#N)C(=O)N2)CC1 (stereo unspecified)	i	i	i	i	i	-0.8	i	4.4	i	i	i
Cn1c(CCN2CCCCC2)nc2cc(NC(=O)COc3ccc(Cl)cc3)ccc21	i	i	i	i	i	0.9	i	16.6	i	i	i
O=C(COC(=O)c1cc(=O)[nH]c2ccccc12)NC(=O)NC1CCCCC1	i	i	i	i	i	-42.2	i	12.1	i	i	i
C[C@@H]1[C@H]2[C@@H](O[C@@H]3O[C@H](CO)[C@@H](O)[C@H](O)[C@H]3O)OC=C(C(=O)O)[C@H]2C[C@@H]1O	i	i	i	i	i	-0.1	i	27.1	i	i	i
NC(=O)CC(NC(=O)Cc1cccc2ccccc12)c1ccc(NCCCN2CCCC2=O)c([N+](=O)[O-])c1 (stereo unspecified)	i	i	i	i	i	-1.4	i	11.1	i	i	i
COc1cc(/C=N/n2nnnc2N)ccc1OCC(N)=O	i	i	i	i	i	-0.7	i	50.5	i	i	i
O=C(NNC1=NCCN1Cc1ccccc1)c1cccc(C(F)(F)F)c1	i	i	i	i	i	-0.5	i	7.4	i	i	i
Cc1ccc(C)c(N2CCN(CCCNC(=O)Cn3cc4c(n3)CCCCC4)CC2)c1	i	i	i	i	i	-0.4	i	8.5	i	i	i
Cc1nn(C)cc1C(C)NC(=O)c1cc(COc2cccc3cnccc23)on1 (stereo unspecified)	i	i	i	i	i	0.5	i	14.6	i	i	i
COCCCN(C(=O)Cn1ncc2c(=O)oc3ccc(C)cc3c21)C(C)c1ccncc1 (stereo unspecified)	i	i	i	i	i	-0.1	-9.22*	6.6	i	i	i
CCOC(=O)C(C)Sc1nc(C2CC2)cc(C(F)(F)F)c1C#N (stereo unspecified)	i	i	i	i	i	0.0	i	-8.5	i	i	i
O=C(CN1C(=O)NC2(CCCC2)C1=O)OCCOc1ccccc1Cl	i	i	i	i	i	0.2	i	8.2	i	i	i
Cc1nc2ccccc2c2oc(C(=O)NCC3COc4ccccc4O3)cc12 (stereo unspecified)	i	i	i	i	i	0.0	i	8.4	i	i	i
CCC(CC)NC(=O)c1cccc(NC(=O)C(C)C)c1	i	i	i	i	i	-0.4	i	20.1	i	i	i
COC(=O)c1cc(C(=O)Nc2ccc(C)cn2)cc([N+](=O)[O-])c1	i	i	i	i	i	0.1	i	37.5	i	i	i
Cc1ccccc1S(=O)(=O)Oc1ccccc1C(=O)Oc1ccccc1	i	i	i	i	i	-0.3	i	7.8	i	i	i
COc1cc(OC)cc(N(C(=O)CNC(=O)c2cccs2)C(C(=O)NCC2CCCO2)c2ccc(OC)c(OC)c2)c1 (stereo unspecified)	i	i	i	i	i	0.0	i	-0.4	i	i	i
Cc1cc(C)nc(/N=C(\N)N2CCCCC2)n1	i	i	i	i	i	0.3	i	10.5	i	i	i
CCCS(=O)(=O)c1c(S(=O)(=O)CCC)c2ccc(C(N)=O)cn2c1C(=O)c1ccc(OC)cc1	i	i	i	i	20*	-0.4	i	-5.3	i	i	i

Copied from the list.
CC(=O)c1cccc(NS(=O)(=O)c2c(C)n[nH]c2C)c1 – HIF act = 0.1
COc1cc(OC)cc(N(C(=O)CNC(=O)c2cccs2)C(C(=O)NCC2CCCO2)c2ccc(OC)c(OC)c2)c1 (stereo unspecified) – AI-2 QS mod = -0.4

New compounds follow
SMILES	MrgX1 allo act	MrgX1 ag	TRPC4 act	TRPC4 block	TRPC4 potent	HIF act	MrgX1 antag	AI-2 QS mod	TRPC6 inh	PolyA inhibitor	TRPC6 activator
COc1ccc(C2=C/C(=C\c3ccc(OC(C)=O)cc3)C(=O)O2)cc1	i	i	i	i	i	-0.7	i	4.1	i	i	i
CC(C)(C)N(NC(=O)Nc1ccc(Cl)c(Cl)c1)C(=O)c1ccccc1	i	i	i	i	i	-0.7	i	11.8	i	i	i
Oc1ccc(Br)cc1-c1cc(-c2ccccc2Cl)[nH]n1	i	i	i	i	i	1.2	i	19.3	i	i	i
Cc1[nH]nc2c1[C@@H](c1ccccc1[N+](=O)[O-])C(C#N)=C(N)O2	i	i	i	i	i	-3.3	i	47.3	i	i	i
COc1cc(/C=N/Nc2nncn2N)ccc1OCc1c(C)no[n+]1[O-]	i	i	i	i	i	0.0	i	4.7	i	i	i
COc1cc(/C=N/NC(=O)c2ccccc2Cl)ccc1Oc1ccc([N+](=O)[O-])cn1	i	i	i	i	i	0.3	i	19.3	i	i	i
O=C(CCC(=O)N1CCN(S(=O)(=O)c2ccc3ccccc3c2)CC1)NCC(F)(F)F	i	i	i	i	i	-0.3	i	6.4	i	i	i
Cn1c(=O)n(C)c2cc(NC(=O)c3ccccc3NS(C)(=O)=O)ccc21	i	i	i	i	i	-17.0	i	14.3	i	i	i
Cc1cc([N+](=O)[O-])nn1CCCC(=O)Nc1cccnc1Cl	i	i	i	i	i	-0.1	i	-0.1	i	i	i
CCCCCN1CC(=O)N2C(C)c3[nH]c4ccccc4c3C[C@H]2C1=O (stereo partly specified)	13.7*	i	i	i	i	0.4	i	11.2	i	i	i
Cc1nnc(NC(=O)C(C)Sc2nncn2C)s1 (stereo unspecified)	i	i	i	i	i	0.0	i	-5.0	i	i	i
O=C(c1ccc2c(c1)[nH]c(=S)n1c3ccccc3nc21)N1CCN(c2cccc(Cl)c2)CC1	i	i	i	i	i	-0.1	i	12.0	i	i	i
CCOC(=O)CC12CN3CN(C1)CC(CC(=O)OCC)(C3)C2=O	i	i	i	i	i	-0.3	i	36.4	i	i	i
Cc1cccnc1NC(=O)C1COc2ccccc2O1 (stereo unspecified)	i	i	i	i	i	-0.2	i	10.1	i	i	i
COc1ccc(OC)c(-c2csc(NC(=O)c3ccc4c(c3)OCO4)n2)c1	i	i	i	i	i	1.9	i	-4.6	i	i	i
O=C(CC(=O)c1ccccc1)Nc1cccnc1Cl	i	i	i	i	i	1.0	i	13.5	i	i	i
CCOc1ccc(-c2n[nH]c(=S)c3ccccc23)cc1	i	i	i	i	i	0.2	i	7.5	i	i	i
O=S(=O)(c1ccc(Br)s1)N1CCN(c2ccccc2)CC1	i	i	i	i	i	-0.2	i	37.2	i	i	i
O=C(O)c1ccc2c(c1)C1C=CCC1C(c1ccncc1)N2 (stereo unspecified)	i	i	i	i	i	-0.7	i	7.8	i	i	i
Cn1ncc([N+](=O)[O-])c1C(=O)N1CCOCC1	i	i	i	i	i	0.5	i	26.4	i	i	i
CN1CCc2c(sc(/N=C/c3cc(Cl)ccc3O)c2C#N)C1	i	i	i	i	i	2.0	i	-7.4	i	i	i
CN(C)/C=C1/Nc2ccccc2C1=O	i	i	i	i	i	0.7	i	47.7	i	i	i
NC(=O)C1(N2CCCCC2)CCN(c2nc(-c3ccc(Br)cc3)cs2)CC1	i	i	i	i	i	-0.4	i	17.5	i	i	i
COc1ccccc1NC(=O)CSCc1nc2ccccc2[nH]1	i	i	i	i	i	·	i	17.1	i	i	i
CC(=O)Oc1ccc2ccccc2c1C(NC(=O)Cc1ccccc1)c1ccccc1 (stereo unspecified)	i	i	i	i	i	-1.6	i	3.1	i	i	i

The list continues.
SMILES	MrgX1 allo act	MrgX1 ag	TRPC4 act	TRPC4 block	TRPC4 potent	HIF act	MrgX1 antag	AI-2 QS mod	TRPC6 inh	PolyA inhibitor	TRPC6 activator
O=C(NCC(c1ccco1)N1CCc2ccccc21)C(=O)Nc1ccccc1 (stereo unspecified)	i	i	i	i	i	2.2	i	5.8	i	i	i
CCCN(CCC)S(=O)(=O)c1cccc(C(=O)Nc2ccc3c(c2)OCO3)c1	i	i	i	i	i	0.1	i	25.9	i	i	i
COc1ccc(NC(=O)COC(=O)C23CC4CC(CC(Cl)(C4)C2)C3)c(OC)c1	i	i	i	i	i	-0.2	i	-3.7	i	i	i
CC(C)(C)C(=O)COC(=O)c1cc(-c2ccncc2)nc2ccccc12	i	i	i	i	i	-0.2	i	-17.9	i	i	i
COC(=O)c1sc2nc(SCc3ccccc3C#N)n(N)c(=O)c2c1C	i	i	i	i	i	0.2	i	12.5	i	i	i
Oc1ccccc1N1CCN(c2nc(-c3cccs3)nc3ccccc23)CC1	i	i	i	i	i	-0.1	i	14.3	i	i	i
COc1ccc(OCC(O)CNC2CCCC2)cc1 (stereo unspecified)	i	i	i	i	i	-1.0	i	9.2	i	i	i
Cc1c(NCc2ccncc2)cccc1C(=O)O	i	i	i	i	i	-1.2	i	-11.6	i	i	i
C=CCc1cccc2cc(C(=O)N(C)C)c(=O)oc12	i	i	i	i	i	-0.5	i	24.4	i	i	i
COc1ccc(N2CCN(c3nc(Cl)nc(Nc4ccc(F)cc4)n3)CC2)cc1	i	i	i	i	i	-0.1	i	-6.3	i	i	i
O=C(c1ccc(Br)o1)N(c1ccccn1)C1CCCCC1	i	i	i	i	i	-0.4	i	9.0	i	i	i
CNc1cc([N+](=O)[O-])ccc1N/C=C/C(=O)c1cccs1	i	i	i	i	i	1.4	i	11.3	i	i	i
O=S1(=O)C=C(Oc2ccc(F)cc2)c2ccccc21	i	i	i	i	i	-0.5	i	-16.8	i	i	i
Cc1ccc2nc(SCc3ccccc3)c(C=O)c(=O)n2c1	i	i	i	i	i	-0.4	i	-6.9	i	i	i
